# Compound activity from PubChem BioAssay.
# T cell modulator = T cell immune modulation candidate; 2C CD8+ T cell-vesicle binding, flow cytometry; hits give low values; calls only at 7 µM; hit rate 0.068% among 330,000; AID 2052;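 active = response, share of CD8 T cells binding vesicles, and their 90th percentile fluorescence all below set limits, cut at about 80% in these data, passing the limit was not always enough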
#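 Also added: QL9-peptide-loaded Drosophila micro-vesicles bearing Ld, ICAM-1 and B7-1; Test system: purified 2C TCR transgenic mouse naive CD8+ T cells; Measured by: cytometric PE anti-B7-1 and Alexa647 anti-CD8 signals after 1% paraformaldehyde fixation; Timing: binding step 1.5 h, 37 °C, antibody labelling 20 min, ice.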
# Autophagy HCS = alters autophagy in cells; hit rate 0.98% among 190,000; AID 463193; calls only at 10 µM (by protocol); MEF GFP-LC3 puncta imaging; test concentration mostly 10 µM;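 active = percentage of spot-positive cells more than 3 SD above its plate mean, without a fluorescence outlier flag or 80% toxicity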;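 also: spot-positive cell cutoff set from DMSO-treated cells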
# Insulin prom up = MIN6 insulin promoter up-regulation | AID 1625 | MIN6 insulin promoter-GFP reporter, high-content imaging; hits give high values | hit rate 0.3% among 190,000 | z-score at 5 µM;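 active = z-score above 3 at 5 µM with at least 500 cells counted in the well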
# Myeloid diff 2 = promotes myeloid progenitor differentiation; ER-HoxA9 myeloid progenitors, lysozyme-GFP differentiation, flow cytometry; calls only at 10 µM; hit rate 1% among 360,000;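 active = normalized GFP-positive differentiation at or above the plate's own cutoff, the solvent-only control mean plus 3 SD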;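 also: cells exposed to compound for four days before flow analysis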
# b-catenin transl = alters nuclear translocation of beta-catenin in HeLa cells; immunofluorescence imaging; nuclear translocation activity, % at 5 µM; hit rate 0.3% among 190,000; AID 1665;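 active = nuclear translocation activity above 50% at 5 µM, with a well cell count of 50 or more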;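 also: per-cell ratio of nuclear to cytoplasmic median beta-catenin stain intensity; plate controls were DMSO negative control for no effect and GSK-3 inhibitor IX positive control for full effect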
#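 System: Human HeLa cells, endogenous beta-catenin | Compound dosing: 5 µM primary, 0.02–20 µM confirmation | Timing: 24 h compound exposure at 37°C, 5% CO2 | Measured by: Fluorescence imaging of beta-catenin antibody stain plus DAPI | Read-out basis: % activation of per-cell nuclear versus cytoplasmic median beta-catenin signal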
# MT stabilizer = microtubule stabilizers in HeLa cells | hit rate 0.83% among 200,000 | HeLa tubulin immunostaining HCS, 24 h; share of cells brighter than vehicle mean+2SD | % tubulin-high responders, % at 10 µM;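 active = plate Z-score above 3 for both tubulin-high and condensed-nucleus cell shares, with cell loss under 80%, at 10 µM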;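 also: anti alpha tubulin signal scored within the nucleus-defined area of each cell; some results filed as inactive read as strong as hits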
# Lipid droplet = modulators of hepatic lipid droplet formation. hit rate 0.4% among 240,000. AML12 mouse hepatocytes, oleate lipid droplets, BODIPY imaging. AID 1656. inhibition, % at 6.5 µM;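 active = lipid droplet intensity inhibited by at least 50%, with more than 500 cells counted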
#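 Test system: AML12 mouse liver cells; schedule: overnight exposure; technique: high-content imaging of BODIPY-stained droplets and DAPI nuclei; read-out: % inhibition of corrected integrated BODIPY droplet signal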
# West Nile virus CPE = inhibition of WNV-induced cytopathic effect – cell-based, CPE readout (AID 1621) | West Nile virus-infected cells, CPE inhibition; higher % means a stronger effect | CPE inhibition, % at 10 µM; hits with a dose series show IC50 in µM | hit rate 0.02% among 290,000; in the data active = a potency from the dose series; also: strong numbers were not always called active
# WT yeast gro inh = growth inhibition of WT yeast, mitochondrial fusion screen; inhibition, % at 10 µM; hit rate 2.1% among 190,000; mitochondrial fusion phenotypic screen, WT strain; in the data active = inhibition above about 58%; tested in S. cerevisiae
# WT yeast gro inh mutant strain = further read-out of WT yeast gro inh, marked with its call; inhibition, %; mitochondrial fusion phenotypic screen, mutant strain inhibition
# Insulin prom up cell count = further read-out of Insulin prom up, marked with its call; cell count; measured here: cytotoxicity, nuclei count;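 total cells summed across four imaged fields per well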
# Lipid droplet cells 6.5 µM = further read-out of Lipid droplet, marked with its call; cell count; measured here: cell count, cytotoxicity flag;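 cells counted across two imaged fields per well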
# b-catenin transl cell count 5 µM = also measured in b-catenin transl; calls as there; cell count; measured here: cell count, cytotoxicity flag
# T cell modulator vesicle-bound % = recorded beside T cell modulator, whose call it bears; double positive events, %; measured here: CD8+ vesicle-bound cell fraction;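 binding gate set so that unloaded-vesicle control wells show 10% double positive cells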
# MT stabilizer Hoechst-high % = further read-out of MT stabilizer, marked with its call; % Hoechst-high responders; measured here: nuclear condensation Hoechst responders;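 share of cells brighter than vehicle mean plus two SD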
# MT stabilizer cytotoxicity % = second read-out of MT stabilizer, no call of its own (marks repeat the call); toxicity, %; measured here: cytotoxicity by cell density;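 0% = mean cell density of plate MIN control wells and 100% = no cells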
# Autophagy HCS cell loss 18 h = recorded beside Autophagy HCS, whose call it bears; toxicity, %; measured here: cell loss, nuclei count;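 cell loss after 18 h compound exposure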
# Myeloid diff 2 GFP+ MAC1+ % = second read-out of Myeloid diff 2, no call of its own (marks repeat the call); GFP+ MAC1+ double positive, %; measured here: differentiation confirmed by MAC1 staining
# Active calls of the source: *; i = inactive; x = no result given; + = active, no number.
SMILES	T cell modulator	T cell modulator vesicle-bound %	Autophagy HCS	Autophagy HCS cell loss 18 h	Insulin prom up	Insulin prom up cell count	Myeloid diff 2	Myeloid diff 2 GFP+ MAC1+ %	b-catenin transl	b-catenin transl cell count 5 µM	MT stabilizer	MT stabilizer Hoechst-high %	MT stabilizer cytotoxicity %	Lipid droplet	Lipid droplet cells 6.5 µM	West Nile virus CPE	WT yeast gro inh	WT yeast gro inh mutant strain
NC(=O)c1cc(S(=O)(=O)NCCCc2ccccc2)cs1	i	32	x	x	x	x	i	0.5	x	x	x	x	x	-1	769	-1.9%	x	x
O=C(Nc1ccccc1C(=O)N/N=C/c1ccncc1)c1ccccc1	i	35	i	-48	-0.18	1202	i	0.7	x	x	1.3	2.4	9.2	-20	656	-1.1%	77*	73*
Cn1c(=O)[nH]c(=O)c2c1nc(NCCCn1ccnc1)n2Cc1ccccc1	i	58	i	-2	-0.5	1870	i	0.0	0.2	1041	1.9	0.9	11	-4	652	0.4%	8	7
Cc1ccc(/C(N)=N/OC(=O)CN(C)S(=O)(=O)c2ccc(C)cc2)cc1	i	66	x	x	x	x	i	0.6	x	x	x	x	x	4	821	-0.4%	x	x
O=C(Cn1nc(-c2ccco2)ccc1=O)Nc1ccc(Cl)c(Cl)c1	i	38	x	x	x	x	i	0.7	x	x	x	x	x	2	768	0.0%	x	x
C#CCOCCOCCOCCNc1nc(N2CCN(C(=O)Cn3cc(CCCN=C(N)N)nn3)CC2)nc(N2CCN(C(=O)Cn3cc(CCCN=C(N)N)nn3)CC2)n1	x	x	i	4	0.25	1233	x	x	x	x	2.6	3.5	3.0	8	713	x	-5	-17
Cc1onc(-c2c(F)cccc2Cl)c1C(=O)NCCO	i	14	i	-4	0.03	1248	i	0.6	-0.4	1126	3.0	3.1	6.1	1	680	-0.3%	-26	-9
CC(=O)N1c2ccc(S(=O)(=O)N3CCC(C(=O)N4CCN(c5ccc(Cl)cc5)CC4)CC3)cc2CC1C (stereo unspecified)	i	20	x	x	x	x	i	1.0	x	x	x	x	x	-15	678	0.3%	x	x
O=C(CCCCCn1c(=S)[nH]c2ccc(N3CCOCC3)cc2c1=O)NCc1ccc2c(c1)OCO2	i	27	i	-6	0.03	1556	i	0.6	-1.8	1137	2.8	0.9	9.0	8	711	-0.8%	-3	-17
COc1ccc(CCNC(=O)C2CCN(S(=O)(=O)c3ccc(-n4cnnn4)cc3)CC2)cc1OC	i	40	i	2	x	x	i	1.6	x	x	0.7	0.6	8.4	6	761	-0.7%	-6	-11
COc1cc2c(cc1OC)C(c1ccsc1)CC(=O)N2 (stereo unspecified)	i	58	i	0	0.57	1210	i	0.7	-2.5	1162	2.9	1.7	9.5	7	791	-0.1%	5	-3
CC1(C)Cc2ccccc2C(=C(C#N)C#N)N1	i	38	i	2	0.07	1466	i	0.4	-0.2	1131	1.4	1.9	7.2	-29	676	-0.4%	6	1
CC(C)(C)OC(=O)[C@H](Cc1ccccc1)NC(=O)c1[nH]cnc1C(=O)N[C@@H](Cc1ccccc1)C(=O)OCc1ccccc1	i	25	x	x	x	x	i	0.5	x	x	x	x	x	-5	757	-0.4%	x	x
COc1ccc(-c2csc(Nc3ccc(S(=O)(=O)Nc4cc(OC)nc(OC)n4)cc3)n2)cc1	i	44	i	-2	-0.4	1238	i	1.0	x	x	3.5	2.5	2.9	4	693	-1.3%	-28	27
O=[N+]([O-])c1cccc(-c2nnc(-c3ccccc3F)o2)c1	i	57	x	x	x	x	i	0.2	x	x	x	x	x	-9	867	-1.1%	x	x
CC(CN1CCOCC1)OC(=O)c1cccc(Br)c1 (stereo unspecified)	i	39	i	3	-0.42	1029	i	1.2	x	x	2.5	1.6	21	x	x	0.0%	-16	-28
CC1(C)CC(=O)C(N=Nc2cc(S(=O)(=O)N3CCOCC3)ccc2Cl)=C(O)C1	i	45	x	x	0.96	1345	x	x	-1.4	1091	x	x	x	8	701	0.3%	x	x
O=C(Nc1ccc(Br)cn1)C1CCCN1S(=O)(=O)c1ccccc1 (stereo unspecified)	i	58	i	-4	-0.71	1496	x	x	-0.2	1341	2.8	1.0	2.5	x	x	-0.5%	0	-4
Cc1ccc(CCC(=O)Nc2ccc(C#N)cc2)o1	i	26	x	x	x	x	i	4.0	x	x	x	x	x	16	642	-0.2%	x	x
Cc1ccc(NC(=O)COc2ccc(Br)cn2)cc1	i	12	x	x	-0.37	1246	i	0.6	6.1	950	x	x	x	-1	749	0.4%	x	x

# Some of these compounds in order of the Myeloid diff 2 GFP+ MAC1+ % value, highest first:
SMILES	Myeloid diff 2 GFP+ MAC1+ %
Cc1ccc(CCC(=O)Nc2ccc(C#N)cc2)o1	4.0
COc1ccc(CCNC(=O)C2CCN(S(=O)(=O)c3ccc(-n4cnnn4)cc3)CC2)cc1OC	1.6
COc1cc2c(cc1OC)C(c1ccsc1)CC(=O)N2 (stereo unspecified)	0.7

# (continued)
SMILES	T cell modulator	T cell modulator vesicle-bound %	Autophagy HCS	Autophagy HCS cell loss 18 h	Insulin prom up	Insulin prom up cell count	Myeloid diff 2	Myeloid diff 2 GFP+ MAC1+ %	b-catenin transl	b-catenin transl cell count 5 µM	MT stabilizer	MT stabilizer Hoechst-high %	MT stabilizer cytotoxicity %	Lipid droplet	Lipid droplet cells 6.5 µM	West Nile virus CPE	WT yeast gro inh	WT yeast gro inh mutant strain
O=C(c1ccc(Br)cc1)N1CCC(C(=O)N2CCN(c3ccccc3)CC2)CC1	i	75	x	x	x	x	i	1.1	x	x	x	x	x	23	781	-1.0%	x	x
COCCOc1cnn(-c2cc(Oc3ccc(C)cc3)ncn2)c(=O)c1Cl	i	26	i	2	0.14	918	i	1.0	0.3	1021	1.2	1.6	4.4	0	742	-0.4%	x	x
COc1ccc(N/C=C(\[N+](=O)[O-])S(=O)(=O)c2ccccc2)cc1	i	18	x	x	x	x	i	0.8	x	x	x	x	x	-37	622	0.3%	x	x
COc1ccc(-c2ccc(-c3noc(C(C)C)n3)c(OC)n2)cc1	i	49	i	-12	-0.67	1136	i	0.4	-7.2	975	1.7	1.3	4.9	x	x	-0.3%	8	7
COc1ccc(C(=O)NCCn2cc(SCC(=O)NCC3CCCO3)c3ccccc32)cc1 (stereo unspecified)	i	68	x	x	x	x	i	1.0	x	x	x	x	x	-14	815	-0.3%	x	x
COc1ccc(-c2csc3ncn(-c4ccccc4OC)c(=O)c23)cc1OC	i	36	i	1	0.63	1257	+	3.1*	1.8	1105	4.4	2.9	9.5	10	680	x	-13	1
COc1ccc(N=Cc2c(O)n(-c3cccc(C)n3)c(=O)c3ccccc23)c(OC)c1	i	42	x	x	x	x	i	0.7	-0.1	1192	x	x	x	50	685	0.5%	x	x
CCN(CC(=O)Nc1ccccc1OC)C(=O)Cn1cnc2ccccc2c1=O	i	54	i	-1	0.81	1580	i	0.2	3.5	1353	1.7	1.1	6.0	x	x	0.3%	4	10
CCN(C(=O)COc1cccc2cccnc12)C1CCS(=O)(=O)C1 (stereo unspecified)	i	51	i	-13	-0.21	1183	i	0.2	-0.3	966	3.0	2.9	6.0	-6	684	0.0%	-9	-17
O=C1CCCC2=C1C(c1ccncc1)c1c(nc(SCc3ccccc3)[nH]c1=O)N2 (stereo unspecified)	i	22	i	40	-0.62	1609	i	1.1	-1.5	1398	5.8	2.9	14	x	x	x	15	-1
CCc1ccc(NC(=O)C2CC(=O)N=C(N)S2)cc1 (stereo unspecified)	i	44	i	4	-0.47	1304	i	1.2	0.0	1053	2.7	1.8	4.8	2	757	0.6%	4	2
CCOC(=O)C1=C(O)CSC1=Nc1ccc(C)cc1	i	32	i	9	2.6	1198	i	0.8	-0.6	1139	2.6	2.1	6.6	-3	677	0.9%	-8	4
O=C(NS(=O)(=O)c1ccccc1)c1cccc(Br)c1	i	8	x	x	x	x	i	1.0	x	x	x	x	x	2	886	0.2%	x	x
CN(C)C(=O)c1cccn(Cc2ccc(C(F)(F)F)cc2)c1=O	i	47	i	-7	0.43	1407	i	0.7	0.1	1049	4.5	1.9	13	-13	702	0.4%	-2	2
COc1ccc(N2CCN(C(=O)CN3C(=O)C4CC=CCC4C3=O)CC2)cc1 (stereo unspecified)	i	51	i	-3	x	x	i	0.4	x	x	2.5	2.9	21	-1	698	0.0%	-1	3
CCOC(=O)C(NCc1ccccc1)(NC(=O)c1ccccc1)C(F)(F)F (stereo unspecified)	i	6	i	-38	0.43	895	i	2.2	-0.9	1194	1.9	1.8	2.1	2	798	0.3%	6	-3
CCC1CCCCN1CCCNC(=O)c1ccc(N2CCOCC2)c(NS(=O)(=O)c2ccc(OC)cc2)c1 (stereo unspecified)	i	26	i	21	0.12	1278	i	0.4	-1.7	1078	3.3	3.4	5.5	-17	789	-0.6%	-1	15
O=C(NCCSc1c[nH]c2ccccc12)c1ccc2c(c1)OCO2	i	42	i	4	-0.53	1683	i	1.4	-2.5	957	3.1	0.9	9.2	-35	667	0.2%	12	-17
Cc1ccccc1OCCCCn1cnc2ccccc21	i	49	i	1	x	x	i	1.0	-5.0	1312	1.1	0.9	0.6	19	792	-1.3%	46	55
Nc1nc(-n2cnnc2)nn1-c1ccccc1	i	61	i	16	0.76	1152	i	5.5	-0.1	1047	2.1	1.8	4.8	3	660	-0.1%	-3	2
Cc1cccc(NC(=O)c2cccc3c2C(=O)c2ccccc2-3)c1	i	56	i	-2	x	x	i	0.9	x	x	2.8	1.5	6.8	x	x	x	-12	-11
COc1ccc(Cl)cc1NC(=O)c1cnc2n(c1=O)CCS2	i	23	x	x	0.09	1896	i	3.4	-1.0	1097	x	x	x	0	708	0.2%	15	2
